UPR CHOP act – activators of apoptotic arm of unfolded protein response (CHOP) | CHO-CHOP luciferase reporter, UPR activation, luminescence; percent of tunicamycin response over DMSO baseline | activation, % at 10 µM | hit rate 0.34% among 330,000;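 active = at 10 µM dose, activation of 40% or more, normalized to positive control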;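 note: 100% = tunicamycin at 10 µg/mL and 0% = DMSO alone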
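Material: CHO-CHOP cells, stable luciferase reporter of PERK-eIF2a-CHOP signalling; quantity: 500 reporter cells seeded per well; buffer or medium: F12 medium containing 10% fetal bovine serum; compound: one dose, 10 µM in 0.5% DMSO; incubation: 6 h compound treatment, 37 °C; measured by: Steady-Glo luciferase luminescence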
Mdm2-MdmX inh – disrupts the human Mdm2-MdmX interaction; O15151+Q00987; SaOS-2 split-luciferase Mdm2/MdmX complementation, luminescence; inhibition, % at 8 µM; hit rate 3% among 330,000; AID 485346;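 active = inhibition of at least 50% at 8 µM in the primary screen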
APJ agonist – agonists of human APJ apelin receptor | AID 2520 | P35414 | CHO-K1 APJ PathHunter beta-arrestin, luminescence; 0% DMSO wells, 100% apelin | activation, % at 20 µM | hit rate 0.11% among 330,000;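 active = activation more than six SD over the plate average, tested at 20 µM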;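 note: 0% = DMSO alone and 100% = apelin-13 at 10 nM; some results filed as inactive read as strong as hits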
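Test system: CHO-K1 APJ beta-arrestin complementation cell line | Compound: Single test compound dose, 20 µM final, 1% DMSO | Incubation: Compound 90 min 25 °C, reagent 1 h | Measured by: beta-gal luminescence | Read-out basis: APJ–arrestin association signal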
EBI2 block – antagonists of human EBI2 receptor. hit rate 0.81% among 360,000. AID 651636. inhibition, % at 5 µM. EBI2 beta-arrestin recruitment, luminescence, 7a,25-OHC stimulated; in the data active = inhibition above about 38%;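 note: enzyme fragment complementation signal reports receptor beta-arrestin coupling in cells; 0% = agonist plus DMSO wells and 100% = wells without agonist; some results beyond the cut were filed as inactive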
Target sequence (P32249 whole entry, looked up, the tested form may be a part): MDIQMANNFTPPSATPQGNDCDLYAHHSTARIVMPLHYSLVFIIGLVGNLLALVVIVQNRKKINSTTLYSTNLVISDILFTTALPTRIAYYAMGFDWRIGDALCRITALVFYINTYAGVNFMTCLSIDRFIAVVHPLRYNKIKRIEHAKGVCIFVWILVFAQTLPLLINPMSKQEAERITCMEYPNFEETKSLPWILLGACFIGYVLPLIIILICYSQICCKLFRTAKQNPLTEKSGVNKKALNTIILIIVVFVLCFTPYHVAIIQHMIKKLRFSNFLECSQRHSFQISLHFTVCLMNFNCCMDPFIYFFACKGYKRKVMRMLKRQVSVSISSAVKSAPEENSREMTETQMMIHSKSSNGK
CCR6 antagonist – CCR6 (human) receptor antagonism; P51684; CHO-K1 CCR6 PathHunter beta-arrestin, luminescence, CCL20-stimulated; inhibition, % at 20 µM; hit rate 0.49% among 340,000;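 active = compounds whose inhibition of the agonist-driven luminescence signal at 20 µM reaches about 50%, limit read from the data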;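 note: cells stimulated with CCL20 at 14 nM final; plate controls were DMSO with CCL20 for no effect and DMSO without agonist for full effect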
Target sequence (P51684 whole entry, looked up): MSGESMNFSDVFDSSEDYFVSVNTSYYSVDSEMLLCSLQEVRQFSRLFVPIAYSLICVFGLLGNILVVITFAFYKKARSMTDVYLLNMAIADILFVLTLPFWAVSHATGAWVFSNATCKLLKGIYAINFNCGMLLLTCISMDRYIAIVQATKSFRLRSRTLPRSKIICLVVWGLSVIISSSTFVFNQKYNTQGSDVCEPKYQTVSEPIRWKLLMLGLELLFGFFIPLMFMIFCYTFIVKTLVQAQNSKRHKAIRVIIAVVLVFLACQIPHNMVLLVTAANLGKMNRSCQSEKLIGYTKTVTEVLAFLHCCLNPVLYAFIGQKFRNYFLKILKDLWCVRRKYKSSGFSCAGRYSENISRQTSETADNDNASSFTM
CXCR6 block – blocks human CXCR6 beta-arrestin recruitment; AID 602244; hit rate 0.36% among 360,000; inhibition, % at 20 µM; CHO-K1 PathHunter CXCR6 beta-arrestin, luminescence; O00574; in the data active = inhibition above about 34%, passing the limit was not always enough;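 note: antagonist mode with CXCL16 agonist at 10 nM final; 0% = 10 nM CXCL16 with DMSO and 100% = unstimulated wells without agonist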
Target sequence (O00574 whole entry, looked up): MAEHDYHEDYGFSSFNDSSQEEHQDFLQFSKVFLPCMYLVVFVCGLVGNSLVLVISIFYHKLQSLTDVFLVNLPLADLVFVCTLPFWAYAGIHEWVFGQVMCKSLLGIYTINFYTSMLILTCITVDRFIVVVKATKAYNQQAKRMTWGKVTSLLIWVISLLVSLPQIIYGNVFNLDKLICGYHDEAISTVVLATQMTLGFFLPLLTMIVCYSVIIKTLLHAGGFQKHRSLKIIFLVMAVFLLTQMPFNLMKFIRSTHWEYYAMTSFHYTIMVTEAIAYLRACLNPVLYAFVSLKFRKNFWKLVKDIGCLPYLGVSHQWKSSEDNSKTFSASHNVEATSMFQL
APJ antagonist – blocks the human apelin receptor APJ; CHO-K1 APJ beta-arrestin complementation, luminescence; P35414; hit rate 0.32% among 330,000; AID 2521; inhibition, % at 20 µM;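 active = inhibition above about 40% at 20 µM, limit read from the data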;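 note: cells challenged with 10 nM apelin-13 agonist together with compound; plate controls were apelin-13 plus DMSO wells for no effect and DMSO wells lacking apelin-13 for full effect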
XBP1 UPR activ – adaptive UPR (XBP1) activation. CHO-XBP1 luciferase reporter, IRE1-XBP1 UPR activation, luminescence; percent of tunicamycin response, DMSO as zero. activation, % at 20 µM. hit rate 0.33% among 330,000;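 active = versus positive control, 20 µM dose yields 30% or more activation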;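 note: 100% = tunicamycin at 10 µg/mL and 0% = DMSO only wells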
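Signal: luciferase luminescence; Assay system: CHO-XBP1 luciferase reporter cells; Amount: one thousand reporter cells per well; Dosing: 20 µM single concentration, DMSO 1%; Benchmarks: high control tunicamycin 10 µg/mL final, low control DMSO vehicle only; Schedule: 6 h compound exposure at 37 °C, 5% CO2; Evaluation: percent activation relative to tunicamycin reference.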
tim23-1 inh – inhibits growth of tim23-1 mutant yeast; S. cerevisiae tim23-1 growth, BacTiter-Glo luminescence, 24 h; inhibition, % at 20 µM; hit rate 1.3% among 330,000;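 active = growth inhibition of the mutant yeast at or above 50%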;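 note: temperature-sensitive mutant grown at 25 °C; plate controls were DMSO-treated mutant yeast for no effect and medium wells lacking yeast for full effect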
Active calls of the source: *; / = no result given.

SMILES	UPR CHOP act	Mdm2-MdmX inh	APJ agonist	EBI2 block	CCR6 antagonist	CXCR6 block	APJ antagonist	XBP1 UPR activ	tim23-1 inh
O=[N+]([O-])c1cccc(N/N=C/c2ccc(N3CCOCC3)cc2)c1	1.8	-77	3	12	5	-8	-17	6	39
CC(C)c1cc(C(=O)N2CCN(C(c3ccccc3)c3ccccc3)CC2)no1	-0.3	21	-2	20	10	22	-3	-5	30
COc1ccc(CC(=O)NCCc2ccc(OC)c(OC)c2)cc1	0.5	-33	-3	6	10	3	12	0	3
CCOc1ccc(NC(=O)c2ccc(C#CC(C)(C)O)cc2)cc1	0.2	4	-3	-2	-2	-8	-9	4	7
Cc1ccc(C)c(NC(=O)c2cc(-c3cc(C)cc(C)c3O)n[nH]2)c1	-1.3	39	-3	39	9	5	2	-7	8
C=CCn1c(SCCCCCC)nc(O)cc1=O	-0.3	26	-1	-3	12	-5	8	-1	18
CCc1ccc(NC(=O)CSc2nnc(-c3ccccn3)n2C)cc1	-1.2	1	-5	-6	-3	-5	13	-2	17
Cc1nc2ccc(NC(=O)C3CCCCC3)cc2s1	-0.2	-34	0	10	9	6	-82	0	8
CCn1c(SCC(=O)NC2=NCCS2)nnc1C(C)NC(=O)c1ccccc1Br (stereo unspecified)	0.7	11	3	-4	2	-10	3	-4	14
Cc1ccccc1C(=O)NNC(=O)C(=O)Nc1cccc(Cl)c1C	-0.4	7	-4	2	-2	-3	2	2	-9
COC(=O)c1ccc(OC(=O)C23CCC(C)(C(=O)O2)C3(C)C)cc1 (stereo unspecified)	1.3	-9	-4	-2	-4	-3	-25	1	10
COc1ccc(C(=O)/C=C/Nc2ccc(S(=O)(=O)Nc3cc(OC)nc(OC)n3)cc2)c(OC)c1	1.8	11	-1	8	4	2	0	-2	25
COc1ccc(C(=O)CSc2nnc(CC(=O)Nc3ccccc3OC)n2C)cc1	-1.0	26	-5	6	11	-3	7	-4	13
CCCCC(=O)Nc1ccc2c(c1)nc(CCN1CCN(C)CC1)n2C	0.7	15	-2	-8	9	3	0	-2	-17
CC(C)(C)c1ccc(OCC(=O)N2CCN(c3ncccn3)CC2)cc1	2.0	22	-2	9	12	-8	8	-3	33
O=C(CSc1ccc2nnc(-c3ccc(F)cc3)n2n1)NCC1CCCO1 (stereo unspecified)	1.3	9	0	1	1	0	-3	1	12
COc1ccc(N2CCN(C(c3cc(OC)ccc3OC)c3nnnn3Cc3ccco3)CC2)cc1 (stereo unspecified)	0.2	-10	0	12	6	6	11	1	27
Cc1nc2sc3c(c2c(=O)[nH]1)CCC3	1.2	15	15	-3	9	1	24	1	29
CCc1nc2nc(C)c(NS(=O)(=O)c3ccc(C)c(C)c3)c(=O)n2[nH]1	1.8	22	-3	-1	27	-4	16	-1	13
Cc1cc(C)c2oc(C(=O)N(Cc3cccs3)C3CCS(=O)(=O)C3)cc(=O)c2c1 (stereo unspecified)	1.7	10	-5	-4	6	4	4	-1	6

Among those listed so far, 3 have a halogen.
SMILES	UPR CHOP act	Mdm2-MdmX inh	APJ agonist	EBI2 block	CCR6 antagonist	CXCR6 block	APJ antagonist	XBP1 UPR activ	tim23-1 inh
CCn1c(SCC(=O)NC2=NCCS2)nnc1C(C)NC(=O)c1ccccc1Br (stereo unspecified)	0.7	11	3	-4	2	-10	3	-4	14
Cc1ccccc1C(=O)NNC(=O)C(=O)Nc1cccc(Cl)c1C	-0.4	7	-4	2	-2	-3	2	2	-9
O=C(CSc1ccc2nnc(-c3ccc(F)cc3)n2n1)NCC1CCCO1 (stereo unspecified)	1.3	9	0	1	1	0	-3	1	12

Additional structures follow.
SMILES	UPR CHOP act	Mdm2-MdmX inh	APJ agonist	EBI2 block	CCR6 antagonist	CXCR6 block	APJ antagonist	XBP1 UPR activ	tim23-1 inh
CN1CCC(N(C)C(=O)c2cc(-c3ccccc3Cl)nc3ccccc23)CC1	-1.3	-4	-2	-20	7	3	14	3	-3
CC(C)(C)C1CCc2[nH]nc(C(=O)O)c2C1 (stereo unspecified)	-0.8	17	-2	-8	-5	-6	2	-1	12
CCOC(=O)c1ccc(S(=O)(=O)NNC(=O)c2cccc(N(C)C)c2)cc1	0.3	16	0	-8	5	-1	50*	-3	12
O=C(Oc1ccc2c3c(c(=O)oc2c1)CCCC3)c1cccs1	0.5	-4	-4	5	4	-2	15	3	13
COc1cccc(/C=C/C(=O)OCC(=O)Nc2ccc(S(=O)(=O)N3CCCC3)cc2)c1	3.5	28	-2	19	10	4	-6	-1	11
COc1ccccc1C(=O)NNC1CC(=O)N(c2ccc3c(c2)OCCO3)C1=O (stereo unspecified)	0.0	1	-6	-11	-3	-15	3	1	-3
Cc1ccc(S(=O)(=O)Nc2ccc(-c3csc(-c4ccccc4)n3)cc2)cc1	0.5	45	-2	13	-5	3	-15	-2	25
COc1ccccc1OC1=NS(=O)(=O)c2ccccc21	1.4	10	-5	-7	-3	5	-10	-1	-1
O=C(O)c1nc(Cl)c(Cl)c(N/N=C/c2ccccc2C(F)(F)F)c1Cl	0.7	4	-1	0	-4	-1	0	4	25
Cc1ccc(CNC(=O)C2CC(=O)OC23CCCC3)c(C)c1 (stereo unspecified)	-0.4	-1	-3	14	-5	7	-10	-1	-1
Cc1c(CCO)c(=O)[nH]n1S(=O)(=O)c1ccccc1	-1.3	-3	-1	7	-4	7	10	-1	2
O=C(NNC(=S)NC1CCCCC1)c1cccc(S(=O)(=O)Nc2ccccc2Cl)c1	2.1	-15	-2	-4	26	4	17	1	21
O=C(CCNC(=O)c1ccccc1Cl)Nc1cc(S(=O)(=O)N2CCOCC2)ccc1N1CCOCC1	-1.2	23	0	-1	13	-7	-3	-2	6
Cc1ccc(C(C(=O)NC2CCCCC2)N(Cc2ccco2)C(=O)C2COc3ccccc3O2)o1 (stereo unspecified)	1.4	3	4	-5	23	3	12	1	0
O=C(NCc1nc2ccccc2[nH]1)C1=C[C@@H](c2ccc(Br)cc2)C[C@@H](OCCCCO)O1	4.5	19	-1	3	25	-3	-67	-3	5
CCc1ccc(-c2nc(SCC(=O)N(CC)C3CCS(=O)(=O)C3)n[nH]2)cc1 (stereo unspecified)	1.8	-32	-1	-10	7	-12	5	3	6
Cc1[nH]c2ccccc2c1/C=N/Nc1nc(Nc2ccccc2)nc(N2CCOCC2)n1	15	58*	3	-1	16	1	-8	10	18
O=C(CNC(=O)c1cccs1)Nc1ccc(N2CCOCC2)cc1	-1.2	-11	-2	-3	20	0	-17	0	2
CCn1nc(C(=O)OCC(=O)NC(C)C)c2ccccc2c1=O	-0.5	13	0	-4	-4	-2	-5	-4	6
CC(C)N(CC#CCC(O)(c1ccccc1)C1CCCC1)CCO (stereo unspecified)	-1.8	5	-7	5	-1	-1	14	1	6
CC(C)N(C(=O)CN1C(=O)NC(c2ccccc2)(c2ccccc2)C1=O)C(C)C	0.7	-11	-2	-11	0	1	-7	-4	-5
CCOc1ccccc1C(=O)N/N=C/c1cccc2cccnc12	-3.5	-2	5	-13	-13	-5	-13	-2	16
CCCCC(=O)N/N=C/c1ccc(-c2ccc([N+](=O)[O-])cc2)o1	4.2	-7	4	-7	7	-3	-58	1	23
C[C@H]1[C@H](C)CC[C@]2(C(=O)O)CC[C@]3(C)C(=CC[C@@H]4[C@@]5(C)C[C@@H](O)[C@H](O)C(C)(C)[C@@H]5CC[C@]43C)[C@H]12	1.4	68*	2	2	0	-1	-20	103*	1
COc1ccc(S(=O)(=O)N(C)CC(=O)NCCCn2ccnc2)cc1Cl	-1.8	19	-2	16	12	6	9	-2	0
COC(=O)/C=C1/SC(=NC(=O)c2ccc(OC)cc2)NC1=O	1.2	10	-13	-1	1	5	12	-4	-1
O=C(Oc1cccc(Oc2ccccc2)c1)N1CCOCC1	-1.4	-2	3	-12	10	8	-3	-1	21
CCC1=Nc2cc(C(=O)NCCN3CCCC3)ccc2Sc2ccccc21	0.2	28	-4	-6	22	7	5	0	1
O=C(Nc1ccc(Nc2ccccc2)cc1)c1ccc(Cl)c([N+](=O)[O-])c1	2.6	9	0	5	22	9	4	-1	73*
COc1ccccc1C(=O)OCC(=O)Nc1ccc(OC(F)F)cc1	0.4	32	-2	0	1	4	10	4	22
Cc1ncc(/C=C2\C(=O)Nc3ccccc32)[nH]1	6.4	30	-2	/	8	/	1	2	-30
O=C(NNC(=O)c1ccc(Br)s1)c1cccc(Cl)c1	2.9	1	-5	13	14	-2	16	3	30
O=C(O)CSc1nnc(-c2ccncc2)n1Cc1ccccc1	0.0	24	-2	1	8	-3	24	-4	3
CS(=O)(=O)c1ccccc1-c1nc(-c2cc(C(F)(F)F)cc(C(F)(F)F)c2)no1	-0.6	13	-6	11	-1	-2	17	0	8
CCCCN(CC)CCNC(=O)CN1C(=O)COc2ccc(S(=O)(=O)N3CCCC3)cc21	-0.5	-24	-1	0	2	-2	3	0	7
CCCCCC1CC(=O)N(Cc2ccc(Cl)cc2)C(=O)N1 (stereo unspecified)	1.1	25	-3	-21	-13	5	23	3	0
CC(C)C(=O)Nc1ccc2c3c(cccc13)CC2	-0.7	10	-2	1	2	5	2	-3	9
COc1cc(C(=O)NCC(c2ccccc2)N(C)C)ccc1OCc1c(C)noc1C (stereo unspecified)	0.4	34	-6	-4	1	-2	12	-3	8
Cc1ccc(CC(=O)Nc2ccc(C(=O)N3CCOCC3)cc2)cc1	1.1	1	-5	-3	3	-6	2	-2	5
CCOC(=O)c1nnn2c1nc(SCC(C)=O)c1ccccc12	-1.3	-14	0	-2	0	6	-1	9	21
Cc1cc(C)nc(NCC(O)COc2ccccc2C)n1 (stereo unspecified)	-1.2	-15	26	3	-8	-4	-34	-1	29
COC(=O)c1ccc(S(=O)(=O)c2ccccc2)c(N)c1	-1.3	15	0	6	11	-2	0	-2	4
COc1ccc(C(C#N)N2CCC(c3ccccc3)=N2)cc1 (stereo unspecified)	1.4	1	-1	0	16	-1	-2	-4	11
O=[N+]([O-])c1ccc(Sc2nccn2Cc2ccccc2)cc1	-2.2	-5	-4	3	19	-2	0	-4	13
O=C(CN1C(=O)/C(=C/c2ccco2)SC1=S)Nc1ccc(C(=O)O)c(O)c1	0.2	25	-2	-4	32	8	16	-1	11
Cc1ccc(C2=NN(C(=O)CCl)C(c3ccco3)C2)o1 (stereo unspecified)	37	100*	1	5	13	0	-19	-7	36
Cc1cc(C(=O)OCC(=O)N2c3ccccc3CC2C)c(C)o1 (stereo unspecified)	4.4	9	0	0	-11	-2	3	-2	29
COc1ccc(Cc2noc(CN(C)CC(O)c3ccccc3)n2)cc1OC (stereo unspecified)	-3.1	-12	1	-15	-16	-2	-11	1	13
CC(C(=O)Nc1cc(C(F)(F)F)ccc1N1CCOCC1)N1C(=O)C2CCCCC2C1=O (stereo unspecified)	0.5	11	-1	-3	3	-4	-5	-3	1
S=c1[nH]nc(-c2ccco2)n1/N=C/c1ccccc1Cl	-0.3	-1	-2	-8	-24	1	7	0	14

Screening results as filed in PubChem.

These rows are one share of the data (hit frequency here may not be typical).
